Pol beta inh: inhibitors of human DNA polymerase beta | P06746 | Pol beta primer extension/strand displacement, fluorescence kinetic | Potency, µM (highest dose often 114 µM), for inactives: at the highest dose activity change, negative = inhibition, usual class: inhibitors | hit rate 1.3% among 340,000 | AID 485314; note: potency is the fitted concentration of half-maximal effect; % is set by controls: 0 for no effect and ±100 for the full control effect
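Human Pol beta at 10 nM; strand-displacement substrate 50 nM final. Compound exposure 15 min at room temperature before start, reaction 10 min at room temperature.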
Apoferritin bind: candidate novel general anesthetic via apoferritin binding; Potency, µM (highest dose often 77.5 µM), without a hit: at the top dose activity change, negative = displacement, most hits filed as inhibitors; hit rate 0.074% among 350,000; apoferritin/1-aminoanthracene competitive binding, fluorescence; P02791; note: potency is the fitted concentration of half-maximal effect; % is set by controls: 0 for no effect and ±100 for the full control effect; nearly all actives have a fitted effect of over 20% in size
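Horse-spleen apoferritin (10 uM) was mixed with 50% saturated 1-aminoanthracene in PBS, exposed to compounds for 10 min at room temperature, and read for fluorescence (ex 380 nm, em 535 nm). Competitive displacement was fitted with a four-parameter Hill equation.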
12-LOX inh: blocks human arachidonate 12S-lipoxygenase | P18054 | purified 12hLO, xylenol orange hydroperoxide absorbance | Potency, µM (series often up to 108 µM), inactives show top-dose activity change, negative = inhibition, usual class: inhibitors | hit rate 1.1% among 580,000 | AID 1671190; note: potency is the fitted concentration of half-maximal effect; % is set by controls: 0 for no effect and ±100 for the full control effect
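Hydroperoxide product was detected by ferrous iron/xylenol orange as the 573 to 405 nm absorbance ratio. Arachidonic acid at 40 uM (final) was turned over for 30 min at room temperature by 150 nM human 12hLO, pH 7.0 Hepes buffer, after 15 min compound preincubation.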
ERG-DNA inh: inhibitors of human ERG Ets domain-DNA interaction; Potency, µM (series often up to 76.9 µM), for the others: top-dose FP activity, negative = inhibition, actives largely listed as inhibitors; P11308; fluorescence polarization, His-ERG Ets domain / labelled DNA; hit rate 0.028% among 370,000; active = well fitted inhibition curve with a large enough effect in the polarisation, with a control signal flat; inconclusive = small, poorly fitted or top-dose-only effect, or effect the other way, or a change in a side signal; inactive = no such curve, though single readings can be large or run the other way; the % refers to the polarisation;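 note: polarization taken with two DNA probes labelled with fluorescein and Texas red; potency is the fitted concentration of half-maximal effect; % of control where 0% means no effect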
Target sequence (P11308 whole entry, looked up, the tested form may be a part): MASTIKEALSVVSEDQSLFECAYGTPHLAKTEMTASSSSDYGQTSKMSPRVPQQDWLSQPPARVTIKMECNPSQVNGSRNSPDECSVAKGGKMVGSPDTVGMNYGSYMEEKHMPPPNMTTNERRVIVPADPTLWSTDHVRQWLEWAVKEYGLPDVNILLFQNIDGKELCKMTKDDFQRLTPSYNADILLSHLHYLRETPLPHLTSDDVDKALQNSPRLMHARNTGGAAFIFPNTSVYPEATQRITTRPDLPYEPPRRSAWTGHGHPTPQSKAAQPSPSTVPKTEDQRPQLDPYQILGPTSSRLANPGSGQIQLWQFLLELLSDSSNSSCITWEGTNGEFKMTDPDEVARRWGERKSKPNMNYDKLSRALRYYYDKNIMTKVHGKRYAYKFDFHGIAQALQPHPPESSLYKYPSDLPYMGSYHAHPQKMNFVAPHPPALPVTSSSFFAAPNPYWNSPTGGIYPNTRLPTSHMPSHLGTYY
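His-tagged ERG Ets domain (1 uM in the protein solution; 300mM KCl, 50mM Tris-HCl, 1mM EDTA, 1mM DTT, pH 7.5) received compound, then a probe mix of 5 nM fluorescein-DNA and 100nM Texas-615-DNA. Fluorescence polarization was read for both dyes.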
RGS4 inhibitor: human RGS4 inhibition. P49798. Transcreener GDP fluorescence polarization, RGS4-accelerated GTP hydrolysis. Potency, µM (highest dose often 114 µM), for inactives: at the top dose activity change, negative = inhibition, usual class: inhibitors. hit rate 0.039% among 390,000. AID 504845; note: potency is the fitted concentration of half-maximal effect; % is set by controls: 0 for no effect and ±100 for the full control effect; nearly all actives have a fitted effect of over 75% in size; some results filed as inactive show a strong effect at the top dose
Target sequence (P49798 whole entry, looked up): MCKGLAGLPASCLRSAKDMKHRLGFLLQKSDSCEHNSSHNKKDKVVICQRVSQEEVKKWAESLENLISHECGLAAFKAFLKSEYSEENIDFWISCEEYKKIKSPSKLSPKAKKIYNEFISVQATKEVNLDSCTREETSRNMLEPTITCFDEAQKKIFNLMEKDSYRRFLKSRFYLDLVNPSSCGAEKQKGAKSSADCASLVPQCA
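MLSMR compounds (23 nl, pin-transferred) preincubated 10 min at room temperature with a 500nM (2x) first reagent, then RGS4 at 900nM (2x) plus Transcreener GDP mix added; fluorescence polarization (620/688 nm) read before and after 90 min at 30 °C.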
LDHA inh: LDHA (human) enzyme inhibition. hit rate 0.15% among 480,000. purified LDHA, NADH/diaphorase-resazurin fluorescence; active compounds read low. activity change, % (values are at about 110 or 230 µM); in the data active = activity change below about -30%; inconclusive = mostly about -25% to -30%;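 note: plate controls were DMSO wells for no effect and wells without enzyme for full effect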
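Enzyme activity of human lactate dehydrogenase 5 (2 nM; 0.06 mM NADH, 0.2 mM pyruvate, 5 min, RT) is measured via a resazurin/diaphorase fluorescence readout of residual NADH.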
APE1 inh: blocks human APE1 abasic DNA cleavage; hit rate 0.35% among 350,000; Potency, µM (titrated, usually from 65.8 µM), without a hit: at the highest dose activity change, negative = inhibition, hits mostly inhibitors; recombinant APE1, TAMRA/BHQ-2 abasic DNA cleavage fluorescence; AID 2517;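 note: potency is the fitted concentration of half-maximal effect; plate controls were vehicle for no effect and reference inhibitor for full effect; nearly all actives have a fitted effect of over 55% in size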
Target sequence (P27695 whole entry, looked up): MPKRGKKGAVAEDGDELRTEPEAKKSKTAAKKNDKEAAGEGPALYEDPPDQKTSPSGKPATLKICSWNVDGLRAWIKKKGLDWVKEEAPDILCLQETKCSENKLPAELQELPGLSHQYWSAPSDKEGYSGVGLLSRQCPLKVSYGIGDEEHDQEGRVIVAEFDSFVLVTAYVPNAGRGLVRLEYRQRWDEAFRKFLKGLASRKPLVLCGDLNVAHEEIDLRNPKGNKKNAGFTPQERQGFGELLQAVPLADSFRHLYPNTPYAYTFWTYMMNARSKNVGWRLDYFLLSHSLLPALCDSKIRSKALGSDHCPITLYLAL
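Measures dequenching upon AP-site incision of a 5'-TAMRA/3'-BHQ-2 THF-containing duplex, 50 nM; human APE1 0.75 nM after 15 min room-temperature exposure to compound; kinetic three-point read at one-minute spacing.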
POLK inh: DNA polymerase kappa (human) inhibition; Q9UBT6; purified Pol kappa, fluorescent DNA synthesis assay, 10 min; Potency, µM (top dose mostly 107 µM), inactives show top-dose activity, negative = inhibition, most hits filed as inhibitors; hit rate 0.53% among 400,000; note: potency is the fitted concentration of half-maximal effect; % is set by controls: 0 for no effect and ±100 for the full control effect
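Inhibition of 10 nM Pol kappa is measured by a fluorescent read-out at 0 and 10 min following addition of 50 nM substrate (final), with a 15-min room-temperature compound preincubation.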
POLH inh: blocks human DNA polymerase eta activity; hit rate 1.2% among 390,000; recombinant Pol eta, fluorescent DNA replication assay; Q9Y253; AID 588591; Potency, µM (titrated, usually from 114 µM), for inactives: at the highest dose activity change, negative = inhibition, most hits filed as inhibitors; note: potency is the fitted concentration of half-maximal effect; % is set by controls: 0 for no effect and ±100 for the full control effect
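Fluorescent replication assay: 50 nM final substrate added after a 15 min room-temperature compound preincubation with 10 nM enzyme. Signal taken at 0 min and again at 10 min.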
An asterisk follows results filed as active; ? = inconclusive; · = no result given; & = joins results of further samples; [ ] = remark or other dose. Unless noted, calls come from the whole dose curve; as a rule, active = well fitted curve in the direction sought with a large enough effect; inconclusive = small, poorly fitted or top-dose-only effect, or another doubt; inactive = no such curve, though single readings can be large; an effect the other way counts as inactive or inconclusive. The list is partial (hit frequency here may not be typical).

Pol beta inh | Apoferritin bind | 12-LOX inh | compound | ERG-DNA inh | RGS4 inhibitor | LDHA inh | APE1 inh | POLK inh | POLH inh
2.8µM* | -3% | · | Cc1ccc(C)n1Cc1ccc(C(=O)O)cc1 | 2% | -36% | -3 | 3.5µM* | 1.3µM* | -98%
-21% | -4% | -51% | O=C(O)C1=C[C@H](c2ccc(F)cc2)C[C@H](OCc2ccc(CO)cc2)O1 | -9% | 8% | -14 | 5% | -9% | -10%
2% | 1% | 0% | Cc1ccccc1CN(C)C(C)C(=O)NCc1ccccc1 (centres undefined) | 4% | 23% | -6 | -4% | -3% | -17%
-14% | 41%[activator] | ? | Cc1ccc(NS(=O)(=O)c2cc(-c3cnc(C4CC4)o3)ccc2C)cc1Cl | 1% | -5% | -5 | · | -12%[60.1 µM] | ·
-1% | -1% | 19% | COc1ccc2c(=O)cc(-c3ccccc3)n(C)c2c1 | 12% | 14% | -8 | 4% | -24% | -1%
7% | -4% | ? | CCOC(=O)N1CCN(C(=O)C2CCN(Cc3ccc(O)c(OCC)c3)CC2)CC1 | -14% | 24% | -9 | -2% | 0% | -6%
10% | -14% | -34% | COCCn1c(C)cc(O)c(C(c2ccccc2)N2CCN(C)CC2)c1=O (centres undefined) | 0% | -6% | -7 | · | -5%[60.1 µM] | -14%
22% | -12% | 3% | CCCCN(C(=N)N1CCCCC1)c1nc(C)c([N+](=O)[O-])c(=O)[nH]1 | 7% | 15% | -9 | 2% | 0% | -15%
-2% | -11% | 153%[activator] | N#Cc1c(NC(=O)CSc2ncnc3c2cnn3-c2ccccc2Cl)sc2c1CCCC2 | 4% | 9% | 1 | -1% | -9% | 6%
-4% | -18% | ? | Cc1cc(OC(=O)c2ccc(S(=O)(=O)N(C)C)cc2)cc(=O)o1 | -7% | -8%[11.4 µM] | -4 | -4% | -5% | -10%

Next compounds.
Pol beta inh | Apoferritin bind | 12-LOX inh | compound | ERG-DNA inh | RGS4 inhibitor | LDHA inh | APE1 inh | POLK inh | POLH inh
2% | -10% | 0%[57.4 µM] | Cn1nnnc1SCC(=O)Nc1cc(C(C)(C)C)nn1-c1ccccc1 | 0% | -16% | -4 | 1% | -1% | -16%
3% | ? | 5% | O=C1c2ccccc2C(=O)N1CC1c2ccccc2CCN1C(=O)C1CCCCC1 (centres undefined) | 2% | -8% | 0 | -6% | -9% | -8%
5% | -19% | 0% | COc1ccc(/C=N/NC(=O)c2cccc([N+](=O)[O-])c2)cc1OS(=O)(=O)c1ccccc1 | 3% | -51% | -1 | 1% | 4% | -12%
1% | -17% | 19% | Cc1c(C#N)c2ccccc2n1CC(=O)N1CCCc2ccccc21 | -2% | -20% | -4 | -2% | -24% | -6%
33% | -19% | -2% | O=C(NCCNc1ccc([N+](=O)[O-])cc1)c1cccs1 | -4% | 1% | -5 | 13% | -17% | -6%
30%[activator] | ? | 2% | O=c1c2ccccc2nnn1COc1ccc(F)cc1Cl | 4% | -52% | -5 | -10% | 0% | -21%
16% | 16% | 21% | O=C(NC1CCCC1)c1ncn[nH]1 | -11% | 0% | -3 | 6% | 0% | -10%
1% | ? | 3% | CCOC(=O)c1cccc(NC(=O)COc2ccc([N+](=O)[O-])cc2)c1 | · | 21% | -2 | 1% | -13% | -5%
2% | -12% | ? | O=C(NCc1ccc(F)cc1)C1CCN(C(=O)c2cnn(-c3ccccc3)c2-n2cccc2)CC1 | 0% | -25% | -11 | · | -17% | -12%
-3% | -11% | 14µM* | c1ccc(-c2nn3c(Cn4nnc5ccccc54)nnc3s2)cc1 | · | ? | 1 | 12% | 5%[60.1 µM] | -13%

Part of the list above in order of count of non-hydrogen atoms, lowest first.
Pol beta inh | Apoferritin bind | 12-LOX inh | compound | ERG-DNA inh | RGS4 inhibitor | LDHA inh | APE1 inh | POLK inh | POLH inh
16% | 16% | 21% | O=C(NC1CCCC1)c1ncn[nH]1 | -11% | 0% | -3 | 6% | 0% | -10%
33% | -19% | -2% | O=C(NCCNc1ccc([N+](=O)[O-])cc1)c1cccs1 | -4% | 1% | -5 | 13% | -17% | -6%
30%[activator] | ? | 2% | O=c1c2ccccc2nnn1COc1ccc(F)cc1Cl | 4% | -52% | -5 | -10% | 0% | -21%
-4% | -18% | ? | Cc1cc(OC(=O)c2ccc(S(=O)(=O)N(C)C)cc2)cc(=O)o1 | -7% | -8%[11.4 µM] | -4 | -4% | -5% | -10%
-3% | -11% | 14µM* | c1ccc(-c2nn3c(Cn4nnc5ccccc54)nnc3s2)cc1 | · | ? | 1 | 12% | 5%[60.1 µM] | -13%
1% | -17% | 19% | Cc1c(C#N)c2ccccc2n1CC(=O)N1CCCc2ccccc21 | -2% | -20% | -4 | -2% | -24% | -6%
2% | -10% | 0%[57.4 µM] | Cn1nnnc1SCC(=O)Nc1cc(C(C)(C)C)nn1-c1ccccc1 | 0% | -16% | -4 | 1% | -1% | -16%
10% | -14% | -34% | COCCn1c(C)cc(O)c(C(c2ccccc2)N2CCN(C)CC2)c1=O (centres undefined) | 0% | -6% | -7 | · | -5%[60.1 µM] | -14%
3% | ? | 5% | O=C1c2ccccc2C(=O)N1CC1c2ccccc2CCN1C(=O)C1CCCCC1 (centres undefined) | 2% | -8% | 0 | -6% | -9% | -8%
5% | -19% | 0% | COc1ccc(/C=N/NC(=O)c2cccc([N+](=O)[O-])c2)cc1OS(=O)(=O)c1ccccc1 | 3% | -51% | -1 | 1% | 4% | -12%
2% | -12% | ? | O=C(NCc1ccc(F)cc1)C1CCN(C(=O)c2cnn(-c3ccccc3)c2-n2cccc2)CC1 | 0% | -25% | -11 | · | -17% | -12%

(next part)
Pol beta inh | Apoferritin bind | 12-LOX inh | compound | ERG-DNA inh | RGS4 inhibitor | LDHA inh | APE1 inh | POLK inh | POLH inh
-2% | ? | -19% | Cc1ccc(-c2ccc(=O)n(CC(=O)Nc3ccc(F)c(Cl)c3)n2)cc1C | 1% | 25% | 0 | · | 9% | 2%
7% | -8% | 32µM* | CN1CCN(c2nc(-c3ccc(C(C)(C)C)cc3)nc3ccccc23)CC1 | 5% | 6% | -14 | 14% | -5% | -13%
1% | ? | -11% | COc1ccc(C(=O)NCC(=O)OCC(=O)N2CCCc3ccccc32)cc1 | -17% | -18% | -6 | 2% | -10% | -21%
2% | -9% | ? | Cc1cc(NS(=O)(=O)c2ccc(NC(=S)NC(=O)c3cccc(S(=O)(=O)N(C)C)c3)cc2)no1 | 1% | ? | -2 | 4% | 9% | -8%
? | -16% | -12% | COc1ccc(-c2noc(C(=O)NCc3ccc(F)cc3)n2)cc1OC | -3% | 19% | 3 | -10% | -13% | 1%
7% | -7% | 6% | COc1ccc(S(=O)(=O)Nc2ccc(NC(C)=O)cc2)cc1Cl | -2% | 10% | -6 | 2% | -5% | -17%
34% | -11% | -1% | O=c1cnn(Cc2ccc(F)cc2)c2ccccc12 | 2% | 4% | 0 | 13% | -4% | -20%
-4% | -9% | ? | Cc1c(C(C)C)c(=O)n(-c2ccc(S(=O)(=O)NC(C)C)cc2)n1C | 5% | 0% | -5 | 21% | -4% | -17%
4% | 6% | -12% | Cn1c(=O)[nH]c(=O)c2c1nc(CN1CCN(c3ccc(F)cc3)CC1)n2CCN1CCOCC1 | -3% | -30% | -1 | 14% | 6% | -11%
-8% | -6% | 16% | CCCCn1c(SCC(=O)Nc2nnc(C(C)C)s2)nc2c1c(=O)n(C)c(=O)n2C | -4% | -13% | 12 | -3% | -2% | -16%

The list continues:
Pol beta inh | Apoferritin bind | 12-LOX inh | compound | ERG-DNA inh | RGS4 inhibitor | LDHA inh | APE1 inh | POLK inh | POLH inh
· | · | -8% | CCOc1ccc(CCNC(=O)COC(=O)c2nn(C)c(=O)c3ccccc23)cc1OCC | 1% | -11% | -1 | 6% | -6% | -15%
1% | -13% | 0% | Cc1cc(Oc2ccccc2)nc(N2CCOCC2)n1 | -11% | -22% | -3 | 2% | -7% | -12%
19% | 0% | 0% | CCOCCCn1c(SCC(=O)N2CCOCC2)nc2ccccc2c1=O | 4% | 11% | 0 | 37% | -4% | -3%
? | -6%&-7% | -14%&-18% | CC(=O)c1ccc(N2CCN(C(=O)Nc3cccc(F)c3)CC2)cc1 | 16%&4% | 33%&12% | -4&-6 | 3% | -7%&1% | -6%
6% | 1% | -11% | CCCn1c(SCC(=O)N2CCCCC2)nc2c1c(=O)n(C)c(=O)n2C | 6% | 21% | -11 | 7% | 0% | 10%
20% | -6% | -7% | Cc1cc(=O)oc(C)c1C(=O)NCC(C)C | · | -9% | 3 | 11% | -5% | -14%
-6% | -7% | 8% | O=C(O)c1ccc2cccc(Cl)c2c1O | -2% | -5%[11.4 µM] | 19 | -2% | -15% | -9%
· | · | 390%[activator] | CSCCC(NC(=O)c1ccccc1)C(=O)Nc1ccncc1 (centres undefined) | 25% | -38% | -2 | 33% | -14% | -24%
-5% | 133%[activator] | ? | CCN(CC)CCOC(=O)c1ccc(NC(=O)c2cc3c(s2)-c2ccccc2OC3)cc1 | 4% | -34% | 0 | · | -6% | -4%
33% | -18% | -1% | O=C(COC(=O)c1ccccc1Cl)NC(=O)NCc1ccccc1 | -2% | 7% | -5 | -10% | -7% | -12%
? | -24% | ? | Cc1ccc(C)c(-c2csc(N)c2C(=O)OC(C)C)c1 | -5% | 12%[11.4 µM] | 13 | 0% | -9% | -26%
3% | -12% | -6% | Cc1cc(NC(=O)NC(C)(C(F)(F)F)C(F)(F)F)no1 | -1% | -1% | 1 | 0% | -1% | -23%
-13% | -6% | 7% | CCOc1cc(CO)cc(Br)c1OCC(=O)Nc1ccccc1C | 4% | 13% | -2 | -1% | 1%[60.1 µM] | -1%
